# Screening results deposited in PubChem BioAssay by Sanford-Burnham Center for Chemical Genomics.
# 697 NFkB inh = inhibitors of the PMA/ionomycin-induced NF-kB reporter in 697 B cells; inhibition, % at 4 µM; 0.33% of 330,000 active; 697 B-cell NF-kB luciferase reporter, 16 h; AID 435022; in the data active means inhibition above about 35%
# UPR XBP1 act = adaptive UPR (XBP1) activation | CHO-XBP1 luciferase reporter, IRE1-XBP1 UPR activation, luminescence; percent of tunicamycin response, DMSO as zero | activation, % at 20 µM | 0.33% of 330,000 active | AID 463104;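 active means versus positive control, 20 µM dose yields 30% or more activation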;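 further: 100% = tunicamycin at 10 µg/mL and 0% = DMSO only wells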
#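 Material: IRE1-XBP1 luciferase reporter CHO line / Quantity: one thousand reporter cells per well / Buffer or medium: F12 with 10% serum / Compound: 20 µM single concentration, DMSO 1% / Times: 6 h treatment, 37 °C / Detection: Steady-Glo luciferase glow luminescence, 10 min after reagent addition / Benchmarks: tunicamycin high, DMSO low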
# CXCR6 inh = inhibitors of human CXCR6 receptor | CHO-K1 PathHunter CXCR6 beta-arrestin, luminescence | inhibition, % at 20 µM | 0.36% of 360,000 active; in the data active means inhibition above about 34%, passing the limit was not always enough;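 further: antagonist mode with CXCL16 agonist at 10 nM final; 0% = 10 nM CXCL16 with DMSO and 100% = unstimulated wells without agonist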
# Target sequence (O00574 whole entry, looked up): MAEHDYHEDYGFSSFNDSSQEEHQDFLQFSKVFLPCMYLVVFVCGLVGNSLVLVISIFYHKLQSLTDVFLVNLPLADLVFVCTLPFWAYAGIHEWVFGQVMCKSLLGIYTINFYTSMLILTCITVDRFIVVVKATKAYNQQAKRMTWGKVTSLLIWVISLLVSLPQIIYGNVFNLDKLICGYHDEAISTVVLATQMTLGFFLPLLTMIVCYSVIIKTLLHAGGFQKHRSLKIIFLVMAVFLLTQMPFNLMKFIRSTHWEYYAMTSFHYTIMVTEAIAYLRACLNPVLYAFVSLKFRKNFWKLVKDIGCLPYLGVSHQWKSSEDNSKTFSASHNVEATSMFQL
# Mdm2-MdmX inh = disrupts the human Mdm2-MdmX interaction; inhibition, % at 8 µM; AID 485346; 3% of 330,000 active; O15151+Q00987; SaOS-2 split-luciferase Mdm2/MdmX complementation, luminescence;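 active means inhibition of at least 50% at 8 µM in the primary screen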
# CCR6 antag = antagonists of human CCR6 receptor; CHO-K1 CCR6 PathHunter beta-arrestin, luminescence, CCL20-stimulated; 0.49% of 340,000 active; P51684; AID 493098; inhibition, % at 20 µM;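 active means compounds whose inhibition of the agonist-driven luminescence signal at 20 µM reaches about 50%, limit read from the data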;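 further: cells stimulated with CCL20 at 14 nM final; plate controls were DMSO with CCL20 for no effect and DMSO without agonist for full effect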
# Target sequence (P51684 whole entry, looked up): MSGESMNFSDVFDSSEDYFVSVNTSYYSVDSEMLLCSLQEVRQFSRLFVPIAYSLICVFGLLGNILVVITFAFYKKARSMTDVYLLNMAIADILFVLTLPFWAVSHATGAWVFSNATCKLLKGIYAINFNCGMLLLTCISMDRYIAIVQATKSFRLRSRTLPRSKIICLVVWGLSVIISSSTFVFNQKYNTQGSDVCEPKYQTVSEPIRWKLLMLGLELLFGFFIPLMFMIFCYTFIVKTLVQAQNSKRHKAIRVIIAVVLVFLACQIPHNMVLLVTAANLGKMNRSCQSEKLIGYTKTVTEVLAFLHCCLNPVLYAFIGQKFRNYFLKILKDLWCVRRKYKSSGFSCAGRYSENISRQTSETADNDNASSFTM
# UPR CHOP act = apoptotic UPR (CHOP) activation | CHO-CHOP luciferase reporter, luminescence; percent of tunicamycin response over DMSO baseline | activation, % at 10 µM | 0.34% of 330,000 active;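 active means at 10 µM dose, activation of 40% or more, normalized to positive control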;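 further: 100% = tunicamycin at 10 µg/mL and 0% = DMSO alone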
#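 Assay system: CHO-CHOP cells, stable luciferase reporter of PERK-eIF2a-CHOP signalling / Buffer or medium: F12 plus 10% serum / Compound dosing: one dose, 10 µM in 0.5% DMSO / Times: 6 h compound treatment, 37 °C / Technique: luciferase luminescence / Read-out: % reporter activation, DMSO baseline versus tunicamycin full activation / Benchmarks: tunicamycin and DMSO controls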
# Gli-Sufu antag = Gli-Sufu pathway antagonism; Sufu-KO-LIGHT fibroblasts, Gli luciferase reporter luminescence; inhibition, % at 5 µM; 0.74% of 340,000 active;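 active means inhibition above about 55%, limit read from the data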;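 further: 0% = DMSO-treated cells and 100% = wells with medium but no cells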
# EBI2 antag = antagonists of human EBI2 receptor; 0.81% of 360,000 active; EBI2 beta-arrestin recruitment, luminescence, 7a,25-OHC stimulated; AID 651636; inhibition, % at 5 µM; in the data active means inhibition above about 38%;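 further: enzyme fragment complementation signal reports receptor beta-arrestin coupling in cells; 0% = agonist plus DMSO wells and 100% = wells without agonist; some results beyond the cut were filed as inactive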
# Target sequence (P32249 whole entry, looked up, the tested form may be a part): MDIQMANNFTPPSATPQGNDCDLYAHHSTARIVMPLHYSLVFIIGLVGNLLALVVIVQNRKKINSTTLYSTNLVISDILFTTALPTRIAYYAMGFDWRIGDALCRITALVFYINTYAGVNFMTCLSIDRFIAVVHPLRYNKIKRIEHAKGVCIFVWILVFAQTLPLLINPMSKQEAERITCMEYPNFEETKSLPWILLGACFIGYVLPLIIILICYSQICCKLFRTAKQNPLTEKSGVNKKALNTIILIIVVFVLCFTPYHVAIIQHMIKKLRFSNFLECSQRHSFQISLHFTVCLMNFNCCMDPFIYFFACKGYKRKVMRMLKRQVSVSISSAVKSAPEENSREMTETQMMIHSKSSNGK
# Jurkat NFkB inh = lowers PMA/ionomycin-induced NF-kB signal in Jurkat cells | PMA/ionomycin-induced NF-kB luciferase reporter, luminescence | inhibition, % at 4 µM | 0.53% of 330,000 active | AID 435003; in the data active means inhibition above about 50%
# * marks the source's active call; other numbers are inactive results; . = no result given. Rows were taken by chance. About 5% of those tested had a hit in this group.
# Start of the data: the first 3 compounds as a preview:
SMILES	697 NFkB inh	UPR XBP1 act	CXCR6 inh	Mdm2-MdmX inh	CCR6 antag	UPR CHOP act	Gli-Sufu antag	EBI2 antag	Jurkat NFkB inh
C=C(C)COc1ccc(-c2ncncc2-c2ccccc2)c(O)c1	9	-4	-3	17	11	-0.3	17	16	12
COC(=O)c1c(C)[nH]c(C(=O)OCc2csc(CC(=O)Nc3ccccc3C)n2)c1C	-29	-2	-12	14	14	-0.3	-1	3	-8
CCCCNC(=O)Nc1cc(C(=O)OC)ccc1Cl	-14	-1	6	2	2	-1.0	2	-10	-13

# Main list, from the start:
SMILES	697 NFkB inh	UPR XBP1 act	CXCR6 inh	Mdm2-MdmX inh	CCR6 antag	UPR CHOP act	Gli-Sufu antag	EBI2 antag	Jurkat NFkB inh
C=C(C)COc1ccc(-c2ncncc2-c2ccccc2)c(O)c1	9	-4	-3	17	11	-0.3	17	16	12
COC(=O)c1c(C)[nH]c(C(=O)OCc2csc(CC(=O)Nc3ccccc3C)n2)c1C	-29	-2	-12	14	14	-0.3	-1	3	-8
CCCCNC(=O)Nc1cc(C(=O)OC)ccc1Cl	-14	-1	6	2	2	-1.0	2	-10	-13
CCOC(=O)c1[nH]c(C)c(C(=O)Nc2ccc3c(c2)CCC3)c1C	-6	0	-3	29	-20	6.1	2	5	-11
C=CCn1c(SCc2ccc(Cl)c(Cl)c2)nnc1C(CO)NC(=O)c1ccc(OC)cc1 (configuration not stated)	-6	-4	-12	19	-14	-1.2	-2	6	7
CCN(Cc1ccccc1)C(c1cc2cc(C)cc(C)c2[nH]c1=O)c1nnnn1CCOC (configuration not stated)	8	-4	-3	4	11	3.1	1	-6	7
Cc1ccc(NC(=O)C2CCCN(S(=O)(=O)c3cnc[nH]3)C2)c(Br)c1 (configuration not stated)	2	-3	-6	12	-5	0.1	-3	2	-4
Cc1ccc2c(Cl)cc(Cl)c(OCC(=O)Nc3ccc(C)c(S(=O)(=O)N(C)C)c3)c2n1	-5	0	.	19	.	0.4	.	.	5
Cc1ccc(SCCC(=O)N/N=C/c2ccncc2)cc1	3	-3	-7	30	2	1.5	3	5	0
CC(C)CC(NC(N)=O)C(=O)NCCc1ccc(Cl)cc1 (configuration not stated)	-5	-3	-1	29	-18	-0.6	3	2	-11
CCOc1cccc2cc(C(=O)NCc3ccccc3Cl)c(=O)oc12	-95	2	-2	13	11	3.6	33	2	-43
CS(=O)(=O)Nc1nc2n(n1)C(c1ccccc1)CC(c1ccccc1)N2 (configuration not stated)	13	-4	-2	24	3	1.2	6	4	7
Cc1ccc2c(CC(=O)Nc3ccc(F)c(S(=O)(=O)N4CCOCC4)c3)coc2c1	3	-3	-2	-26	6	0.5	-7	-8	1
O=C(C1CC1)N1CCN=C1SCc1ccccc1	15	-2	6	25	12	-0.1	-3	0	-5
CN(C)c1ccc(C(=O)NCc2ccc3c(c2)CCO3)cc1	19	0	-6	2	5	3.3	-13	2	6
COc1ccccc1-c1sc2cc3c(cc2c1-c1ccc(O)cc1)OCO3	-4	5	-1	16	6	0.7	4	7	-4
Nc1c(-c2ccccc2)cnn1-c1ccc(C(=O)O)cc1	-169	-2	7	-87	-9	0.8	-15	2	-72
NC(=S)NNC(=O)/C(=C/c1ccc(Br)cc1)NC(=O)c1ccccc1	3	-2	3	27	22	-2.2	-13	1	0
COc1ccc(NC(=O)COC(C)=O)cc1Cl	-8	-1	5	4	9	-1.5	3	2	0
O=C(CC1NC(=S)NC1=O)c1ccc(Cl)cc1 (configuration not stated)	1	0	2	-20	2	-0.4	-3	-6	-4
COc1cc(C2C(C(=O)c3ccc(C)o3)=C(O)C(=O)N2Cc2ccccc2)ccc1O (configuration not stated)	10	-3	6	-14	-13	-1.8	-8	-4	-6
Cn1c(OCc2cccnc2)nc2c1c(=O)n(Cc1ccccc1)c(=O)n2C	-48	2	3	-8	11	2.0	10	-2	-7
N#C/C(=C/c1ccc(-c2ccccc2[N+](=O)[O-])o1)C(=O)NCCN1CCCCC1	-5	-1	2	6	1	-0.7	8	-1	-3
CNC(=O)c1cc2c(s1)CCCCCC2	11	0	6	-29	-12	-0.7	-2	-3	4
COc1ccc(OC)c(C(C(=O)NC2CCCCC2)N(Cc2ccco2)C(=O)c2ccccn2)c1 (configuration not stated)	18	-6	6	2	11	-1.7	2	-4	-1
COc1cc(/C=N/NC(=O)CNc2n[nH]c(=O)[nH]c2=O)ccc1OCc1ccccc1	3	-4	-6	-12	0	2.1	-3	-7	-32
N=c1oc2ccccc2cc1C(=O)Nc1ccc(F)cc1	.	.	-2	.	13	.	-89	9	.
COc1ccc(C2=NOC3(CC(=O)N(c4ccc(C)cc4)C3=O)C2)c(OC)c1 (configuration not stated)	-29	-1	0	-17	9	-0.4	4	-19	-2
S=c1[nH]nc(C2CCCCC2)n1/N=C/c1cccs1	16	-1	-5	4	20	-1.9	0	-4	7
Cc1[nH]n(-c2ccccc2)c(=O)c1/C=N/NC(=O)c1cccc([N+](=O)[O-])c1	-2	5	15	52*	37	0.4	5	2	3
Cn1c(=O)c(=O)n(C)c2cc([N+](=O)[O-])c([N+](=O)[O-])cc21	-10	-6	-24	3	-13	6.8	8	-59	5
O=C(CCS(=O)NCc1ccccc1)NCc1ccccc1 (configuration not stated)	-9	-4	.	-17	.	-3.2	.	.	0
O=c1[nH][nH]c(C(F)(F)F)c1C=NCc1cccc(Cl)c1	6	1	-1	27	4	-2.4	-1	4	3
CCn1c(SCc2ccccc2F)nnc1-c1ccncc1	6	1	2	-2	9	2.1	11	-6	11
CN(CC(=O)Nc1ccc(F)c(F)c1F)C(=O)C1COc2ccccc2O1 (configuration not stated)	2	0	-2	9	8	0.4	-7	-7	12
CC1CC(C)(C)CC2(C1)NC(=S)N(c1ccccc1)N2 (configuration not stated)	5	-4	1	-4	-20	-0.3	3	-7	-13
COc1ccc(C(=O)c2cnc3cc4c(cc3c2C)OCO4)cc1	8	-2	-6	-24	4	0.0	-5	4	-12
COc1ccc(NC(=O)CSc2nnnn2C2CCCC2)cc1	-5	3	8	16	2	0.5	-10	5	-1
O=C(COc1ccccc1C(=O)NCc1ccncc1)Nc1ccc(Br)cc1	-18	-5	-10	14	3	0.8	15	7	-14
CC(=O)Nc1ccc(OC(=O)c2cccs2)cc1	21	6	5	-17	-15	-0.2	4	-7	5
O=C1CC(Cc2ccccc2)C(=O)N1CCCn1ccnc1 (configuration not stated)	-16	1	.	-21	.	-1.8	.	.	-10
Nc1cc(C(=O)O)ccc1N1CCCCCC1	-2	-6	9	-9	4	2.0	-4	1	-31
O=C(CN(Cc1ccc(Br)cc1)S(=O)(=O)c1ccccc1)NCC1CCCO1 (configuration not stated)	-14	-2	2	1	8	2.7	-2	-11	-7
CCC(C)NC(=S)N1CCN(C)CC1 (configuration not stated)	8	-4	.	7	3	-2.9	-3	.	-23
N#Cc1ccc(Oc2c(Cl)cncc2Cl)cc1	7	-2	4	36	5	0.8	-3	0	7
O=C(COC(=O)c1cccc(OC(F)F)c1)NC1CCCC1	0	3	-11	-4	5	-0.5	-21	2	9
Clc1ccc(CSc2cc3c(nn2)-c2ccccc2CC3)cc1	-55	5	0	-45	14	4.5	-30	7	-38
CCOC(=O)C1CCN(C(=O)CCn2c(=O)[nH]c3ccccc3c2=O)CC1	-12	0	1	0	9	0.0	-9	1	-11
C#CCOc1ccc2ccccc2c1/C=C(/C#N)c1ccc(C(=O)O)cc1	-29	-5	8	-18	17	-0.1	21	-4	-15
O=C1C(=Cc2ccc(Br)o2)C(=O)c2ccccc21	.	.	29	.	30	.	3	2	.

# 3 entries from above, ordered by count of non-hydrogen atoms, low to high:
SMILES	697 NFkB inh	UPR XBP1 act	CXCR6 inh	Mdm2-MdmX inh	CCR6 antag	UPR CHOP act	Gli-Sufu antag	EBI2 antag	Jurkat NFkB inh
Nc1cc(C(=O)O)ccc1N1CCCCCC1	-2	-6	9	-9	4	2.0	-4	1	-31
O=C1C(=Cc2ccc(Br)o2)C(=O)c2ccccc21	.	.	29	.	30	.	3	2	.
O=C(COC(=O)c1cccc(OC(F)F)c1)NC1CCCC1	0	3	-11	-4	5	-0.5	-21	2	9

# Further compounds:
SMILES	697 NFkB inh	UPR XBP1 act	CXCR6 inh	Mdm2-MdmX inh	CCR6 antag	UPR CHOP act	Gli-Sufu antag	EBI2 antag	Jurkat NFkB inh
CC1CCCCN1C(=O)Nc1cccc(C(F)(F)F)c1 (configuration not stated)	13	-3	3	11	8	1.4	0	-2	-5
NC(=O)N/N=C/c1c(O)ccc2oc3c(c12)CCCC3	-59	-3	-4	49	-7	-3.8	1	-1	24
COc1cc(/C=C2\CCCc3c2nc2ccccc2c3C(=O)O)cc(Br)c1O	-6	-5	-2	7	10	0.8	14	2	-3
O=C1CN(C(=O)CC2c3ccccc3-c3ccccc32)CC(=O)N1	7	-3	-2	5	-4	1.4	-6	-1	-7
CCOCCn1c(SCC(=O)OCc2ccccc2)nc2c1c(=O)[nH]c(=O)n2C	2	2	-5	-27	3	1.2	-4	-5	2
CN(C)S(=O)(=O)c1ccc(Cl)c(NC(=O)COC(=O)CN2C(=O)NC(C)(C)C2=O)c1	3	0	2	-2	-4	1.0	-1	-4	3
O=C(OCc1cc(=O)c(OC(=O)c2ccccc2)co1)c1ccccc1	.	.	-2	.	16	.	-1	-16	.
Cc1ccccc1CN(C)C(=O)c1ccc2ccccc2n1	6	0	4	-4	13	-0.2	-2	8	9
Cc1ccc(C(=O)NCC(=O)NCC(=O)OCc2ccc(Cl)cc2)cc1	25	-2	-3	-4	10	0.8	-4	0	-6
O=S(=O)(c1ccccc1C(F)(F)F)N1CCN(c2ncnc3sccc23)CC1	-14	-2	-3	29	10	1.7	9	-8	-17
CCOC(=O)N1CCN(c2ccc3nnnn3n2)CC1	-4	-2	2	-19	18	-0.2	-4	-4	-18
O=C(CCNS(=O)(=O)c1ccccc1F)N1CCN(Cc2ccccc2)CC1	29	0	-6	9	12	-1.5	-8	-4	7
CC(=O)NC1C(=O)N(CCN2CCOCC2)c2ccc(F)cc21 (configuration not stated)	4	-1	5	4	11	2.2	-2	-4	3
COc1ccc(-c2csc(NC(=O)CSCc3c(C)noc3C)n2)c(OC)c1	5	-4	4	16	12	3.1	6	16	-9
CCOC(=O)c1[nH]c(C)c(C(=O)C(C)C)c1C	-24	-1	-4	-33	-5	3.2	-22	-3	-26
Cc1noc(C)c1CSc1nc2cc(S(=O)(=O)N3CCOCC3)ccc2o1	5	-1	-4	1	2	2.6	-5	3	6
CC1(C)C2CCC1(CS(=O)(=O)N1CCOCC1)C(=O)C2 (configuration not stated)	27	0	-2	-3	-15	-0.3	14	1	10
CCN1C(=O)CSc2ccc(C(=O)OC)cc21	16	13	-8	23	10	0.9	-6	-7	-1
C#CCn1cc(/C=N/NC(=O)COc2cccc3cccnc23)c2ccccc21	16	1	3	7	1	-2.1	-6	-1	7
COC(=O)CSc1nnc(COc2cccc3ccccc23)o1	1	-6	0	9	18	-0.1	-18	3	-11
Cc1cn(C(=O)c2ccccc2)c(=S)n1-c1ccc(Cl)cc1	-8	1	6	14	3	-0.2	3	11	11
CSC1=NC(C)(C)C=C(/C=C/c2ccc(Cl)cc2)N1	2	35*	22	54*	35	7.7	9	11	2
O=C(CCCCCNC(=O)c1ccccc1)N/N=C/c1ccc(F)cc1	3	3	-4	31	21	-2.3	1	8	7
